proCasp7 act = counter-screen for procaspase-3 activators: activators of human procaspase-7. AID 463210. actives 0.093% (n = 330,000). P55210. recombinant procaspase-7, Ac-DEVD-pNA absorbance 405 nm; D23A/D198A/D206A triple mutant, cannot self-cleave; scale: DMSO 0, 5 µM enzyme 100. activation, % at 8.5 µM;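 active = percent activation above the screen-wide mean plus 3 SD, cut at about 25% in these data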
Target sequence (P55210 whole entry D23A/D198A/D206A): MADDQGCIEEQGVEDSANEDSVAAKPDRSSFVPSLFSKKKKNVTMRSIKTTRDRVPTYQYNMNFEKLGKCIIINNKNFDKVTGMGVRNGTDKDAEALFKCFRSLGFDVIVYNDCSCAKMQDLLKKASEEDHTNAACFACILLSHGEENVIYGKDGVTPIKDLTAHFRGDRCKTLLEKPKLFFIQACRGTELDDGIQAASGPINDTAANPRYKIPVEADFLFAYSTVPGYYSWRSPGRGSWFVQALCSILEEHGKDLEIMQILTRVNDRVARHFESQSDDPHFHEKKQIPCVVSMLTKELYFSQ
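Replicates: singlicate. Assay system: Procaspase-7 triple mutant (PC-7 D3A). Signal: 405 nm absorbance of p-nitroaniline. Times: 1 h preincubation, 2 h reaction. Buffer or medium: Zinc-free HEPES pH 7.4 with 300 mM NaCl, 0.01% Triton X-100. Also added: DEVD-pNA substrate. Benchmarks: DMSO wells as 0%, DMSO with 5 µM added PC-7 as 100%.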
Yeast superoxide = caloric restriction mimetics inhibiting age-related superoxide in yeast. S. cerevisiae aged cells, superoxide DHE fluorescence; hits give low values. superoxide response (% of plate mean), % at 10 µM. actives 0.18% (n = 330,000);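 active = superoxide response under a set limit, about three screen SD below normal, cut at about 65% in these data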;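 note: yeast aged for seven days with compound at 30 °C before DHE staining; 100% = average MFI of all compound-treated wells on the plate with controls excluded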
LAP4-GFP MLPCN = modulators of TOR pathway LAP4-GFP in S. cerevisiae; S. cerevisiae LAP4-GFP multiplex, flow cytometry GFP, 3 h; median GFP as percent of DMSO wells; GFP response vs DMSO, % at 10 µM; actives 0.34% (n = 320,000);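 active = GFP response vs DMSO above a set limit, about the screen mean plus 3 SD, cut at about 150% in these data; inconclusive = under 70 cell events counted for the yeast strain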
GASC-1 inh = human JMJD2C demethylase inhibition; Q9H3R0; GST-JMJD2C(1-420) H3K9me3 demethylation, DELFIA europium; inhibition, % at 2.35 µM; actives 0.069% (n = 330,000); AID 2099;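 active = more than half of a compound's replicate wells show inhibition beyond 50%, single wells judged on their own value; inconclusive = some, but no more than half, of replicates pass 50% inhibition; inactive = no replicate passes 50% inhibition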;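 note: signal counts dimethyl H3K9 product captured on neutravidin plate; 0% = median of DMSO wells and 100% = 0.3 times that DMSO median; strong numbers were not always called active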
RPL19A TOR yeast = modulators of TOR pathway RPL19A-GFP in S. cerevisiae; S. cerevisiae RPL19A-GFP strain, flow cytometry, 3 h; hits give low values; percent response vs DMSO, % at 10 µM; actives 0.3% (n = 330,000); AID 2025;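 active = percent response vs DMSO below 50%; inconclusive = fewer than 70 events counted for the yeast strain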;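 note: median channel GFP fluorescence of the barcoded RPL19A-GFP strain; ratio of sample median GFP to plate DMSO average so 100% = DMSO; lower means less RPL19A-GFP as with rapamycin TOR inhibition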
MEP2 TOR yeast = yeast TOR pathway MEP2-GFP modulation; AID 2016; S. cerevisiae MEP2-GFP strain, flow cytometry GFP, 3 h; 100% = DMSO control level; actives 0.51% (n = 330,000); GFP response vs DMSO, % at 10 µM;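 active = GFP response versus DMSO above a set limit, roughly screen mean plus 3 SD, cut at about 180% in these data; inconclusive = fewer than 70 cells counted for a yeast strain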;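 note: median GFP fluorescence of the barcode-gated MEP2-GFP cells per well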
procasp3 activ = activators of human procaspase-3; actives 0.11% (n = 330,000); recombinant procaspase-3 D3A, Ac-DEVD-pNA absorbance 405 nm; P42574; activation, % at 8.5 µM;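 active = activation above the mean of all tested compounds plus 3 SD, cut at about 21% in these data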;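 note: 0% = DMSO alone and 100% = DMSO wells spiked with extra 5 µM PC-3 D3A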
Target sequence (P42574 whole entry D9A/D28A/D175A): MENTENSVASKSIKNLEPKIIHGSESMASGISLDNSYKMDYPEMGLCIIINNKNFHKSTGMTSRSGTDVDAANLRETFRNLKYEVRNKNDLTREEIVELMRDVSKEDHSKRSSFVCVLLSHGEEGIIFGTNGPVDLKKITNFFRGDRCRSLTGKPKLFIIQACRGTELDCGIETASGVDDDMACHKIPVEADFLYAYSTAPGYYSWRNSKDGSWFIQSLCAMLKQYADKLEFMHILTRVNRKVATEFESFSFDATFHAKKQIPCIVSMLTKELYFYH
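Assay system – Procaspase-3 D3A mutant, all three cleavage aspartates alanine · Controls – DMSO-only low control, 5 µM PC-3 D3A high control · Schedule – 1 h compound preincubation, 2 h substrate hydrolysis at 25 °C · Signal – 405 nm absorbance of p-nitroaniline, reads at 0 and 120 min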
AHR act = activates the human aryl hydrocarbon receptor. P35869. AHR-responsive luciferase reporter cells, luminescence. activation, % at 5 µM. actives 2.5% (n = 320,000). AID 2796; in the data active = activation above about 47%;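 note: 0% = vehicle wells and 100% = reference agonist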
Active calls of the source: *; u = inconclusive; x = no result given; & = joins results of further samples. The list is partial; rates above refer to the full screens.

SMILES	proCasp7 act	Yeast superoxide	LAP4-GFP MLPCN	GASC-1 inh	RPL19A TOR yeast	MEP2 TOR yeast	procasp3 activ	AHR act
CN1CCN(CCCN2c3ccccc3Sc3ccc(S(=O)(=O)N(C)C)cc32)CC1	-12	88	102	x	100	95	0	0
O=C(O)CCCCCCCC(=O)O	0	103	138	-9	103	107	0	-1
CC(C)(C(=O)c1cccnc1)c1cccnc1	-14	96	105	x	102	97	4	0
Cc1oncc1C(=O)Nc1ccc(C(F)(F)F)cc1	-4	83	135	6	102	103	5	67*
CN=C(N)NC(=O)Nc1c(C)cccc1C	2	102	116	-5	105	114	7	-1
CC[C@]12CCCN3CCc4c(n(c5ccccc45)[C@@](O)(C(=O)OC)C1)[C@@H]32	14	92	103	x	100	112	9	0
O=C1c2c(O)cccc2C(C2OC(CO)[C@@H](O)[C@H](O)[C@H]2O)c2cc(CO)cc(O)c21 (some centres undefined)	0	108	96	-1	98	96	2	0
COc1cc(C)nc(-n2nc(C)cc2OC)n1	10	107	112	1	104	96	2	0
OCC(O)CN1CCN(c2ccccc2)CC1 (centres undefined)	14	108	121	-18	96	97	1	-1
CC1CCc2c(N3CCC(O)CC3)c(F)cc3c(=O)c(C(=O)O)cn1c23 (centres undefined)	3	93	127	x	99	102	10	0
CCOC(=O)Nc1ccc(NCc2ccc(F)cc2)nc1N	20	103	122	x	99	97	13	5
COc1ccc(Sc2ccc(NC(=O)c3ccccc3Cl)cc2C#N)cc1	-5	94	98	0	100	98	3	8
Cc1ccsc1/C=C/C1=NCCCN1C	2&3	87&91	104&103	-3	102&96	105&87	10&6	-2&0
CCOc1ccc(NC(=S)N2CCC(C(O)(c3ccccc3)c3ccccc3)CC2)cc1	-11	107	105	-16	111	112	-2	1
COc1c(O)cc2c(c1O)[C@@H]1O[C@H](CO)[C@@H](O)[C@H](O)[C@H]1OC2=O	8	97	91	2	101	104	4	0
COc1cc2c(c(OC)c1OC)-c1c(cc(OC)c(OC)c1OC)C[C@H](C)[C@H](C)C2	-5	93	94	16	97	88	2	3
CN(C)CCOC(=O)C(c1ccccc1)C1(O)CCCC1 (centres undefined)	12	96	105	-10	100	102	-8	-3
COc1ccc(S(=O)(=O)Nc2nnc(CC(C)C)s2)cc1	-5	95	100	1	100	103	1	-1
Oc1cc2c(cc1O)C1c3ccc(O)c(O)c3OCC1(O)C2 (centres undefined)	-20	107	109	x	102	111	-8	-1
O=C(c1ccccc1)c1ccc2n1CCC2C(=O)O (centres undefined)	-2	108	91	-48	90	87	9	-1
C[C@H]1c2cccc(O)c2C(O)=C2C(=O)[C@]3(O)C(O)=C(C(N)=O)C(=O)[C@@H](N(C)C)[C@@H]3[C@@H](O)[C@@H]21	-5	98	123	9	98	95	-4	4
CCN(CC)S(=O)(=O)c1ccc(C(=O)O)cc1	2	95	107	2	102	107	7	2
CCOC(=O)Nc1ccc2c(c1)N(C(=O)CCN1CCOCC1)c1ccccc1S2	-1	107	113	9&14	101	96	-1	6
CCC(Cc1c(I)cc(I)c(N)c1I)C(=O)O (centres undefined)	1	107	150	x	97	95	-5	-2
C#C[C@]1(O)CC[C@H]2[C@@H]3CCC4=CC(=O)CC[C@@H]4[C@H]3CC[C@@]21CC	-5&-7	77&89	128&108	3	88&103	90&95	1&-1	-3&-2
O=C1c2ccccc2C(=O)c2c(O)c(O)cc(O)c21	0	119	101	x	103	91	10	23
C[C@H]1c2cccc(O)c2C(O)=C2C(=O)C3(O)C(O)=C(C(N)=O)C(=O)[C@@H](N(C)C)[C@@H]3[C@@H](O)[C@@H]21 (some centres undefined)	-3	102	95	x	98	97	-6	0
CCC12CCCN3CCc4c(n(c5ccccc45)C(O)(C(=O)OC)C1)C32 (centres undefined)	-8	108	105	-7	100	106	9	8
CC1(C)Oc2ccc(C#N)cc2[C@@H](N2CCCC2=O)[C@@H]1O	2	105	108	-12	95	89	-3	-1
C[C@@H]1C[C@H]2[C@@H]3C[C@H](F)C4=CC(=O)C(Cl)=C[C@]4(C)[C@@]3(F)[C@@H](O)C[C@]2(C)[C@@]1(O)C(=O)CO	9	96	107	17	104	99	6	10
Nc1cc(=O)[nH]c(N)n1	6	106	106	x	105	102	0	-1
C/C=C(/C)C(=O)O[C@@H]1c2cc3c(c4c2[C@@]2(CO4)C(=O)C(OC)=C(OC)C=C2C[C@@H](C)[C@H]1C)OCO3	-3	94	98	-3	108	90	5	-1
C[C@]12CC[C@H]3C(=CCc4cc(O)ccc43)[C@@H]1CCC2=O	6	99	157*	-5	103	105	4	1
CN1CCC(=C2c3ccccc3CC(=O)c3sccc32)CC1	-3&6	100&89	133&99	-9	101&98	103&99	9&3	1&1
O=c1c(O[C@@H]2O[C@H](CO)C(O)C2O)c(-c2ccc(O)c(O)c2)oc2cc(O)cc(O)c12 (some centres undefined)	4	96	100	-11	102	96	0	0
CC(=O)N(CC(O)CO)c1c(I)c(C(=O)NCC(O)CO)c(I)c(C(=O)NCC(O)CO)c1I (centres undefined)	-10	94	105	5	100	90	7	3

A draw from above in order of count of non-hydrogen atoms, ascending:
SMILES	proCasp7 act	Yeast superoxide	LAP4-GFP MLPCN	GASC-1 inh	RPL19A TOR yeast	MEP2 TOR yeast	procasp3 activ	AHR act
Nc1cc(=O)[nH]c(N)n1	6	106	106	x	105	102	0	-1
CCC(Cc1c(I)cc(I)c(N)c1I)C(=O)O (centres undefined)	1	107	150	x	97	95	-5	-2
O=C(c1ccccc1)c1ccc2n1CCC2C(=O)O (centres undefined)	-2	108	91	-48	90	87	9	-1
C[C@]12CC[C@H]3C(=CCc4cc(O)ccc43)[C@@H]1CCC2=O	6	99	157*	-5	103	105	4	1
COc1ccc(S(=O)(=O)Nc2nnc(CC(C)C)s2)cc1	-5	95	100	1	100	103	1	-1
CN1CCC(=C2c3ccccc3CC(=O)c3sccc32)CC1	-3&6	100&89	133&99	-9	101&98	103&99	9&3	1&1
C#C[C@]1(O)CC[C@H]2[C@@H]3CCC4=CC(=O)CC[C@@H]4[C@H]3CC[C@@]21CC	-5&-7	77&89	128&108	3	88&103	90&95	1&-1	-3&-2
CCC12CCCN3CCc4c(n(c5ccccc45)C(O)(C(=O)OC)C1)C32 (centres undefined)	-8	108	105	-7	100	106	9	8
CCOC(=O)Nc1ccc2c(c1)N(C(=O)CCN1CCOCC1)c1ccccc1S2	-1	107	113	9&14	101	96	-1	6
O=c1c(O[C@@H]2O[C@H](CO)C(O)C2O)c(-c2ccc(O)c(O)c2)oc2cc(O)cc(O)c12 (some centres undefined)	4	96	100	-11	102	96	0	0
C[C@H]1c2cccc(O)c2C(O)=C2C(=O)C3(O)C(O)=C(C(N)=O)C(=O)[C@@H](N(C)C)[C@@H]3[C@@H](O)[C@@H]21 (some centres undefined)	-3	102	95	x	98	97	-6	0
CC(=O)N(CC(O)CO)c1c(I)c(C(=O)NCC(O)CO)c(I)c(C(=O)NCC(O)CO)c1I (centres undefined)	-10	94	105	5	100	90	7	3
C/C=C(/C)C(=O)O[C@@H]1c2cc3c(c4c2[C@@]2(CO4)C(=O)C(OC)=C(OC)C=C2C[C@@H](C)[C@H]1C)OCO3	-3	94	98	-3	108	90	5	-1

Additional records follow:
SMILES	proCasp7 act	Yeast superoxide	LAP4-GFP MLPCN	GASC-1 inh	RPL19A TOR yeast	MEP2 TOR yeast	procasp3 activ	AHR act
O=C1CCc2cc(OCCCCc3nnnn3C3CCCCC3)ccc2N1	-2	92	120	2	92	92	8	3
COc1cc(NC(=O)c2cc(C3CC3)on2)c(OC)cc1Cl	10	99	92	0	97	97	-1	95*
COc1cc(C(=O)NCCCCCC(=O)O)cc(OC)c1OC	3	86	97	u	92	101	2	0
CCCCOC(=O)c1ccc(N)cc1	2	95	93	-3	99	96	2	-2
CCCc1cc(C(N)=S)ccn1	0	102	101	8	97	97	6	-3
CCN(CC)CCOC(=O)C(c1ccccc1)c1ccccc1	-8	84	131	-18	103	94	1	0
CC(=O)O[C@@]12CO[C@@H]1C[C@H](O)[C@@]1(C)C(=O)[C@H](O)C3=C(C)[C@@H](OC(=O)[C@H](O)[C@@H](NC(=O)OC(C)(C)C)c4ccccc4)C[C@](O)([C@@H](OC(=O)c4ccccc4)[C@H]21)C3(C)C	-6	99	106	-13	101	94	1	-2
Nc1ncnc(Nc2ccccc2)n1	-4	91	104	1	100	93	-4	-4
CCCN(CCC)C(=O)C(CCC(=O)O)NC(=O)c1ccccc1 (centres undefined)	5&2	101&109	110&100	-12	100&97	88&96	6&1	-1&-3

Compound activity: PubChem BioAssay, several laboratories
